Screening results: PubChem BioAssay, National Center for Advancing Translational Sciences (NCATS)
FEN1 inhibitor – inhibitors of human flap endonuclease 1. Recombinant FEN1 flap cleavage, fluorescence, 15 min. 0.35% of 390,000 active. P39748. Potency, µM (top dose mostly 114 µM), for the others: at the highest dose activity change, negative = inhibition, most hits filed as inhibitors; further: nearly all actives have a fitted effect of over 65% in size
Target sequence (P39748 whole entry, looked up): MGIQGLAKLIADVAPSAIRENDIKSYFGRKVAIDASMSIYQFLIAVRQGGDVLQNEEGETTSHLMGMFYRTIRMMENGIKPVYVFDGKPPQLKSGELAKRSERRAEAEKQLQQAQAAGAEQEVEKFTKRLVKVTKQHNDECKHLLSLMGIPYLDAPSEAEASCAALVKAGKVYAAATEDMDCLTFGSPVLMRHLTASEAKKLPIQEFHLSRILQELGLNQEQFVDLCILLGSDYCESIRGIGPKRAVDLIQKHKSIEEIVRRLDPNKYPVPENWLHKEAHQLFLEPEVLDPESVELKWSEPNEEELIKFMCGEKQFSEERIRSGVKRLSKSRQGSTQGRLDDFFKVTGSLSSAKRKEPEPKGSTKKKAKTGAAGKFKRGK
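Compounds are tested as a concentration series against 10 nM FEN1; after a 15 min room-temperature preincubation, 50 nM substrate starts cleavage, with plate reads at 0 and 15 min. Normalized responses are fitted by a Hill equation.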
TDP1 cell CPT – DT40-hTDP1 cell growth loss with CPT; 12% of 420,000 active; chicken DT40 Tdp1-/-;hTDP1 cells + 20 nM CPT, ATP luminescence, 48 h; Potency, µM (titrated, usually from 46.2 µM), for the others: at the highest dose activity change, negative = growth inhibition, most hits filed as inhibitors; further: nearly all actives have a fitted effect of over 55% in size
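Chicken DT40 Tdp1-/- cells stably complemented with human TDP1 were seeded at 400 cells/well in medium containing 20 nM camptothecin, exposed to pin-transferred compounds, and grown at 37 °C for at least 48 hr. Viability was read as ATP luminescence.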
N370S GC mod – inhibitors or activators of N370S glucocerebrosidase for Gaucher disease; P04062; N370S GC spleen homogenate, 4MU-glucoside fluorescence; Potency, µM (series often up to 59.4 µM), inactives show top-dose activity change, negative = inhibition, usual class: inhibitors; 0.092% of 330,000 active;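 further: 0% = full enzyme activity and -100% = no enzyme basal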
Active calls of the source: *; ? = inconclusive; · = not tested or not shown; & = joins results of further samples; [ ] = another dose, or the depositor's remark. The call rests on the fitted dose curve; in most records, active means well fitted curve in the direction sought with a large enough effect; inconclusive means small, poorly fitted or top-dose-only effect, or another doubt; inactive means no such curve, though single readings can be large; an effect the other way counts as inactive or inconclusive. Unless noted, on the % scale 0 is the no-effect control and ±100 the full control effect; potency means the concentration at half of the fitted maximal effect. Only part of the results is shown; the hit share may differ from the screen's.

SMILES	FEN1 inhibitor	TDP1 cell CPT	N370S GC mod
C[C@H](CO)N1C[C@H](C)[C@@H](CN(C)Cc2ccc(-c3ccccc3)cc2)Oc2c(NC(=O)Cc3ccccc3)cccc2C1=O	0%	?	·
Cc1cccc(N2C(=O)N(Cc3cc(=O)n4ccccc4n3)c3ccccc3S2(=O)=O)c1	9%	?	·
O=S(=O)(Nc1ccccc1Cl)c1cc(NC(=S)NCCN2CCOCC2)ccc1Cl	-6%	5%	?
CSc1cccc(NC(=O)CN(C)S(=O)(=O)c2ccc3c(c2)n(C)c(=O)c(=O)n3C)c1	-6%	-16%	·
CN(C)C(=O)c1ccc(NC(=O)Cn2nnnc2-c2ccccc2F)cc1	12%	15µM*	·
COc1ccccc1CNC(=O)CCn1c(=O)oc2ccccc21	-2%	0%	-1%
COc1ccc(OCc2nnc3n2N=C(c2ccc(OC)cc2)CS3)cc1	-20%	?	1%
O=C(NCC(c1ccccc1)c1ccccc1)c1nn(-c2ccccc2Cl)nc1CO	-17%	?	·
C=CCn1c(-c2cccc(OC)c2OC)n[nH]c1=S	4%	?	0%
Cc1ccc(F)cc1NC(=O)c1cnccn1	18%	-28%	-3%
COc1cc2ccccc2cc1C(=O)N(CCN(C)C)c1nc2c(OC)ccc(OC)c2s1	-2%	?	-22%
COc1ccc(-c2csc(NC(=O)c3ccccc3C(=O)O)n2)cc1	-8%	0%	6%
COc1ccc(OC)c2c1cc(C(=O)N[C@H](C(=O)N1CCC(C(=O)O)CC1)C(C)C)n2C	-15%	1%	-9%
CC1(C)Cc2nc3oc4c(=O)n(CC(=O)Nc5cccc(Cl)c5)cnc4c3cc2CO1	2%	?	3%
COc1cc(NC(=O)c2nc3nc(C)cc(C(F)F)n3n2)c(OC)cc1Cl	17%	-10%	·
CCOC(=O)Cn1nc(C)cc1NC(=O)c1ccncc1	-4%	-2%	2%
Cc1c(C)c2ccc(OCC(=O)N(C)C)c(C)c2oc1=O	8%	1%	3%
Cc1cc(C)c(S(=O)(=O)Nc2cccc(S(=O)(=O)NC3=NCCC3)c2)c(C)c1	2%	4%	-4%
CCN(CC(=O)NCc1ccc(F)cc1)C(=O)/C=C/c1cc(OC)ccc1OC	-14%	3%	?
CC(=O)CC(c1ccc([N+](=O)[O-])cc1)c1c(O)c2ccccc2oc1=O (configuration not stated)	4%	2%	1%
CCOC(=O)C1CCN(c2c(NC3CCCCCCC3)c(=O)c2=O)CC1	-12%	-26%	3%
COc1ccc(Cl)cc1NC(=O)NCC1CCN(Cc2ccccc2F)CC1	-9%&5%	?	-7%
c1csc(-c2nc3c4ccccc4c4ccccc4c3[nH]2)c1	?	21µM*	17%
CCCn1c(SCC(=O)NC2CCCC2)nnc1-c1ccccn1	-10%	-2%	-9%
COCCCn1c(SCc2ccccc2)nc2cc(OC)c(OC)cc2c1=N	?	23µM*	-17%
COc1cc(C2C(C(=O)Nc3ccccc3)=C(C)Nc3nc(SCc4ccccc4F)nn32)cc(OC)c1OC (configuration not stated)	13%	-12%	·
Cc1cc(C)cc(-n2c(SCC(=O)NC3CCCCC3)nc3c([nH]c4ccccc43)c2=O)c1	0%	16µM*	·
Cc1ccc2nc(NC(=O)CCNS(=O)(=O)c3cccs3)sc2c1	1%	?	10%
Cc1cc(C(=O)COC(=O)c2cccnc2Cl)c(C)n1CC1CCCO1 (configuration not stated)	2%	23µM*	-5%
Cc1cc(-c2nnc(CCC(=O)NCc3ccc(F)c(F)c3)o2)no1	3%	8%	-18%
CCCSc1nnc(CSc2nc3ccccc3s2)n1-c1ccccc1	-16%	?	29%
Cc1nn(C(C)(C)C)c(OC(=O)c2ccc3c(c2)OCO3)c1Sc1ccccc1	-8%	?	8%
Cc1cccc[n+]1CC(=O)c1ccc([N+](=O)[O-])cc1	-2%	21µM*	·
Cc1ccc(-c2nn(C)c(=O)c3ccccc23)cc1CN1CCOCC1	-1%	-16%	6%
Cc1ccc(N2CC(C(=O)N(C)CC(=O)Nc3ccc(Cl)c(C(F)(F)F)c3)CC2=O)cc1 (configuration not stated)	-14%	?	-6%
COc1ccccc1OCCC(=O)OCC(=O)Nc1ccc(Br)cc1	-2%	-6%	1%
O=C(NNC(=O)C1CC1)Nc1ccc(Cl)cc1	1%	-7%	-2%
O=C(NCc1cccc(C(F)(F)F)c1)c1cc(Cl)ccc1Cl	12%	?	-7%
O=C(Nn1c(O)c(C=C2N=c3ccccc3=N2)sc1=S)c1ccccc1Cl	-18%	-7%	-10%
COc1ccc(N/C=C/C(=C(C#N)C#N)N(C)C)cc1	13%	-18%	3%
Cc1nn(-c2ccc(F)cc2)c(C)c1CN1CCN(Cc2ccccc2)C(CCO)C1 (configuration not stated)	5%	?	-13%
CCOc1ccc(N2C(=O)c3cccnc3C2=O)cc1	3%	-8%	0%
C/C(=N\N=c1/sc2ccccc2n1C)c1ccccn1	-15%	?	-13%
COc1ccc(C2/C=C\CN(Cc3ccncc3)CC(=O)N2Cc2ccc(F)cc2)cc1 (configuration not stated)	7%&2%	?	-4%&-6%
CCOC(=O)C1CCN(CCC(=O)Nc2ccc(Br)cc2)CC1	0%	?	-1%
CC1=CCC2C(=O)N(c3nc(C)cc(C)n3)C(=O)C2C1 (configuration not stated)	-2%	-4%	21%
COc1ccc(-c2cccc(NC(=O)c3cccs3)c2)nn1	0%	?	-1%
COc1cccc(C(=O)N2CCN(C3CCC(c4ccccc4)CC3)CC2)c1 (configuration not stated)	-1%	?	0%
O=C(CN1C(=O)S/C(=C/c2ccc(N3CCOCC3)cc2)C1=O)N1CCOCC1	1%	-19%	-16%
CCCN(CCC)C(=O)CSc1nc2sc3c(c2c(=O)n1-c1ccccc1)CCN(C(C)=O)C3	10%	?	·
Carrying on.
SMILES	FEN1 inhibitor	TDP1 cell CPT	N370S GC mod
CN1CCN(c2oc(-c3cccs3)nc2S(=O)(=O)c2ccccc2)CC1	3%	-7%	-4%
CC(=O)Nc1ccc(C2=NN(C)C(=NCc3ccccc3)SC2)cc1	-18%	?	-5%
COc1ccc(C)cc1NC(=O)c1c(C(=O)Nc2cccc(C)c2C)sc2nc(C)cc(=O)n12	-3%	-2%	·
O=C(c1ccc(NS(=O)(=O)c2ccccc2)cc1)N1CCN(Cc2ccc3c(c2)OCO3)CC1	-4%	?	0%
CC(=O)Nc1ccc(NC(=O)CSc2n[nH]c(-c3cccs3)n2)cc1	9%	-2%	-2%
C=Cc1ccc(CSc2nc(-c3ccc(C)cc3)nc3c2Cc2c(CO)cnc(C)c2O3)cc1	4%	15µM*	·
COc1ccc(/C=C\c2onc(C)c2S(=O)(=O)N2CCC(C(=O)Nc3ccccc3OC)CC2)cc1	-1%	?	·
CCCNCc1cc(OC)c(OCC(=O)Nc2ccccc2)cc1Br	12%	-7%	-2%
CSc1ccccc1NC(=O)c1ccc([N+](=O)[O-])cc1	7%	?	-4%
CC(C)CCN1C(Nc2ccccc2)=NC[C@@H]1C	8%	-22%	-17%
O=C(N/N=C/c1cc([N+](=O)[O-])ccc1Cl)c1ccc2nc[nH]c2c1	-5%	?	9%
O=C(Cn1cc(S(=O)(=O)Cc2ccccc2F)c2ccccc21)N1CCOCC1	11%	-12%	-2%
CCOC(=O)c1sc(NC(=O)CSc2ncn(-c3ccccc3)n2)nc1C	0%	-2%	?
COc1cccc(CN(C)C(=O)c2cccc(S(=O)(=O)NCc3ccccc3)c2)c1OC	1%	?	-3%
CSc1ccccc1NC(=O)COC(=O)c1cnc(C)cn1	-3%	-5%	·
CCCOc1ccc(C(=O)Nc2ccc(NC(=O)c3ccc(Br)cc3)cc2)cc1	-1%	1%	·
COC(=O)C/C=N/N=C1/NC(=O)/C(=C/C(=O)O)S1	50µM*	-13%	-17%
Cc1oc2ccc(OCc3ccc(Br)cc3)cc2c1C(=O)O	-8%	23%	3%
CON=C1CCN(c2ncc(C(F)(F)F)cc2Cl)CC1	0%	3%	-1%
c1ccc2c(CN3CCOCC3)csc2c1	7%	-3%	0%

Part of the list above, as labelled records:
SMILES: COc1ccc(C2/C=C\CN(Cc3ccncc3)CC(=O)N2Cc2ccc(F)cc2)cc1 (configuration not stated)
  FEN1 inhibitor: 7%&2%	TDP1 cell CPT: ?	N370S GC mod: -4%&-6%

SMILES: CCOC(=O)C1CCN(CCC(=O)Nc2ccc(Br)cc2)CC1
  FEN1 inhibitor: 0%	TDP1 cell CPT: ?	N370S GC mod: -1%

SMILES: CC1=CCC2C(=O)N(c3nc(C)cc(C)n3)C(=O)C2C1 (configuration not stated)
  FEN1 inhibitor: -2%	TDP1 cell CPT: -4%	N370S GC mod: 21%

Following part.
SMILES	FEN1 inhibitor	TDP1 cell CPT	N370S GC mod
CCCn1c(SCC(=O)Nc2ccc(NC(C)=O)cc2)nc2c1c(=O)n(C)c(=O)n2C	11%	?	-6%
CC1(C)CC(=O)C2=C(C1)N(N1CCOCC1)C(N)=C(C#N)C2c1cccs1 (configuration not stated)	1%	13%	-10%
Cc1ccc(C(CNS(=O)(=O)c2ccc(Br)cc2)N2CCN(C)CC2)cc1 (configuration not stated)	-7%	?	-19%
O=C(N=C1SC2CS(=O)(=O)CC2N1c1ccccc1)C1CCCCC1 (configuration not stated)	3%	-20%	-2%
Cc1noc(NC(=O)c2ccccc2)c1C#N	12%	1%	11%
Cn1c(=O)oc2ccc(C(=O)CSc3nnnn3-c3ccccc3)cc21	6%	-20%	-4%
c1ccc(CCC2CCCCN2Cc2nc(-c3ccc4c(c3)OCO4)no2)nc1 (configuration not stated)	4%	16µM*	-9%
NC(C(=O)O)C1ON=C(Cl)C1O (configuration not stated)	4%	5.8µM*	·
O=C1c2ccccc2NC(c2ccccc2)N1NS(=O)(=O)c1ccccc1 (configuration not stated)	-18%	-2%	8%
Cc1ccc(-n2c(=O)c3c(c4cc(C)ccc4n3C)n(CC(=O)c3ccc(Cl)cc3)c2=O)cc1	15%	-4%	·
CCCOc1ccc(NC(=O)CC2C(=O)N(CC)C(=S)N2CCCN2CCN(Cc3ccccc3)CC2)cc1 (configuration not stated)	-1%	15µM*	-22%
COc1ccc(C2=NOC3(CC(=O)N(c4ccc5ccccc5c4)C3=O)C2)c(OC)c1 (configuration not stated)	-3%	-18%	2%
Cc1ccc(Oc2nc3ccccn3c(=O)c2/C=C(\C#N)C(=O)Nc2c(C)n(C)n(-c3ccccc3)c2=O)cc1	-10%	-23%	-11%
O=C(Nc1ccccc1)Nc1cc([N+](=O)[O-])ccc1F	-14%	0%	0%
Cc1noc(/C=C/c2cccs2)c1S(=O)(=O)N1CCC(C(=O)NCc2ccccc2Cl)CC1	-5%	-1%	·
O=C(CCC(=O)N1CCN(C2CCCCC2)CC1)Nc1nnc(C(F)(F)F)s1	4%	-21%	2%
CCN(CC(=O)NC(C)C)C(=O)[C@H](C)NC(=O)c1ccc(Br)cc1	9%	10%	7%
CCCCNC(=O)COC(=O)c1cc(F)c(F)cc1Cl	1%	8%	16%
O=C(c1cc(S(=O)(=O)N2CCCCC2)c(Cl)cc1N1CCOCC1)N1CCOCC1	-6%	-8%	6%
CCN(c1ccc(NC(=O)c2ccc(Cl)nc2)cc1)C(C)C	-6%	?	0%

One compound at a time (already shown). Order of values: FEN1 inhibitor | TDP1 cell CPT | N370S GC mod
CCCOc1ccc(NC(=O)CC2C(=O)N(CC)C(=S)N2CCCN2CCN(Cc3ccccc3)CC2)cc1 (configuration not stated) is listed as -1% | 15µM* | -22%
CCCCNC(=O)COC(=O)c1cc(F)c(F)cc1Cl is listed as 1% | 8% | 16%
CCN(CC(=O)NC(C)C)C(=O)[C@H](C)NC(=O)c1ccc(Br)cc1 is listed as 9% | 10% | 7%
O=C(c1cc(S(=O)(=O)N2CCCCC2)c(Cl)cc1N1CCOCC1)N1CCOCC1 is listed as -6% | -8% | 6%
COc1ccc(C2=NOC3(CC(=O)N(c4ccc5ccccc5c4)C3=O)C2)c(OC)c1 (configuration not stated) is listed as -3% | -18% | 2%

New compounds follow
SMILES	FEN1 inhibitor	TDP1 cell CPT	N370S GC mod
CC1CCN(S(=O)(=O)c2cc(C(=O)NCc3ccc(N(C)C)cc3)n(C)c2)CC1	-15%	?	·
CC(C)(C)NC(=O)c1ccccc1NC(=O)C1CC(=O)N(C2CCCCC2)C1 (configuration not stated)	3%	3%	2%
O=c1[nH]c(-c2ccccc2F)nc2c1sc(=S)n2Cc1ccccc1	0%	?	1%
CCOc1ccc(OCC)c(NC(=O)CN(c2ccc(C)cc2)S(=O)(=O)c2c(C)noc2C)c1	4%	?	28%
CCOC(=O)c1c(C)[nH]c(C(=O)OCC(=O)N2CCCC2=O)c1C	1%	0%	-3%
C/C=C(\C)C(=O)O[C@H]1CC(C)=C2C(=O)C=C(C)C2[C@@H]2OC(=O)[C@@](C)(OC(=O)C=C(C)C)C21 (some centres not stated)	·	-19%[9.04 µM]	-6%
CC(C)C[C@H]1CN([C@@H](CC(C)C)CN2CCC[C@@H]2CN2C(=O)C(=O)NC[C@@H]2Cc2ccccc2)C(=O)C(=O)N1CC1CCCCC1	-15%	?	·
CC[C@](N)(CCC(=O)O)C(=O)O	·	-2%&-10%	0%&3%
Cn1cccc1/C=C1\SC(=S)N(CC(=O)O)C1=O	-2%	0%	-17%
